Exocytosis inh = blocks lytic granule exocytosis. 360,000 tested, 0.66% active. TALL-104 LAMP-1 surface exposure, flow cytometry; cells stimulated with thapsigargin and PMA. inhibition, % at 10 µM;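 active means inhibition above about 55%, limit read from the data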
Peg3 promoter = reduces Peg3 promoter-driven luciferase expression in HeLa; HeLa PEG-Prom luciferase reporter, luminescence, overnight; inhibition, % at 20 µM; 360,000 tested, 1.7% active;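 active means inhibition of at least 50% at 20 µM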
NR2E3 ag-1 = NR2E3 (human) agonism; Q9Y5X4; GST-NR2E3/biotin-RetCOR TR-FRET, 1536-well; inhibition of corepressor binding, % at 4.78 µM; 320,000 tested, 0.12% active; AID 2300;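 active means percent inhibition above the cutoff of mean plus 3 SD of all tested compounds, set per screening campaign, cut at about 20% in these data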;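 further: 0% = DMSO wells and 100% = biotin wells as full block of FRET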
Target sequence (Q9Y5X4 whole entry, looked up): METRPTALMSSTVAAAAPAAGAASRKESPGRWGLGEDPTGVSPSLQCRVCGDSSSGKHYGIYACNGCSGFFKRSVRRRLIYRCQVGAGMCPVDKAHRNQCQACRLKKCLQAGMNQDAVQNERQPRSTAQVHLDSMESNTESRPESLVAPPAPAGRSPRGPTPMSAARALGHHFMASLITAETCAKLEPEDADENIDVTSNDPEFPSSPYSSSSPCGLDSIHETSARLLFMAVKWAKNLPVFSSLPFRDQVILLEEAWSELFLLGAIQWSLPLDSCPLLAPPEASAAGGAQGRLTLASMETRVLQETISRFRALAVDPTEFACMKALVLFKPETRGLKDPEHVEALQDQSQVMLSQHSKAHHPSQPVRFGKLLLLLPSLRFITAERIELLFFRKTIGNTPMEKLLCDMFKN
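Material – GST-tagged NR2E3 plus biotinylated RetCOR corepressor · Quantity – NR2E3 fusion 1.35 nM · Times – 5 h incubation at 4 °C · Medium – pH 7.5 Tris-based buffer · Technique – TR-FRET, Eu(K)-anti-GST donor, streptavidin-D2 acceptor, ex 340, em 617/671 nm · Benchmarks – high control biotin, low control 0.6% DMSO · Format – 1536-well plates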
NR2E3 ag-2 = activates human NR2E3 receptor; inhibition of corepressor binding, % at 3.98 µM; 360,000 tested, 0.35% active; AID 602229; CHO-S Gal4-NCOR/VP16-NR2E3 two-hybrid, luciferase;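 active means inhibition above the mean of all tested compounds plus 3 SD, cut at about 70% in these data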;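 further: 0% = DMSO with NR2E3 transfected cells and 100% = cells lacking NR2E3 construct; higher means lower luciferase signal from less NR2E3 corepressor binding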
HIF-2a block = HIF-2a inhibition. 360,000 tested, 0.72% active. inhibition, % at 18.8 µM. 786-0 RCC cells HIF-2a reporter, luciferase luminescence, overnight;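 active means inhibition of the luminescence signal of 40% or more relative to plate controls, in a single-dose primary screen at 18.75 µM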
TRPM1 prom inh = inhibitors of MITF-driven TRPM1 promoter in melanoma cells; SK-MEL-5 TRPM1 promoter luciferase, 24 h; inhibition, % at 12.5 µM; 330,000 tested, 0.83% active;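 active means mean inhibition across replicates of 60% or more, whatever share of single replicates reaches that level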; further: values of inactives mirror those of a sister screen read the other way
iPSC survival up = increases survival of single human iPS cells. hiPSC single-cell survival, ATPlite luminescence; 100% = ROCK inhibitor wells, 0% = DMSO. AID 602274. survival enhancement, % at 20 µM. 360,000 tested, 0.044% active; in the data active means survival enhancement above about 18%;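 further: cells exposed to compounds for 16 hours before the ATP read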
aDG glyco up = alpha-DG glycosylation activation; Pro5-aDG cells, alpha-DG glycosylation AlphaScreen (IIH6); 0% Pro5, 100% B10-LARGE cell signal; activation, % at 10 µM; 360,000 tested, 0.22% active; AID 624168;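 active means activation of at least 8% versus controls, or a plate z-score of at least 8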;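 further: Pro5 are CHO cells carrying HIG-tagged alpha-DG that lacks glycosylation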
Vif imaging = inhibitors of HIV Vif; AID 602346; 340,000 tested, 0.35% active; HEK293T cells, Vif self-association by quenched fluorescence, imaging, 24 h; inhibition, % at 7.49 µM; in the data active means inhibition above about 50%, passing the limit was not always enough; further: some results filed as inactive read as strong as hits
CaV13 FRET inh = Primary screen for inhibitors of IQ motif and Ca2+-dependent inactivation inhibitor domain binding in CACNA1D, Förster resonance energy transfer in living cells, …; HEK cells, CFP/YFP FRET ICDI-IQ, plate reader, 10 min; percent FRET-ratio fall versus neutral wells; inhibition, % at 12.3 µM; 340,000 tested, 0.098% active; AID 743397;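 active means mean replicate inhibition of at least 30% and at least 1% of replicates passing that level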;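 further: 0% = median of the neutral control wells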
PDI turbidity = inhibitors of human protein disulfide isomerase | AID 588391 | PDI insulin aggregation turbidity, A650, 90 min | 350,000 tested, 0.052% active | inhibition, % at 10 µM;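 active means mean inhibition across replicates of 30% or more, whatever share of single replicates reach that level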;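 further: absorbance from insulin aggregation driven by PDI reduction with DTT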
Target sequence (P07237 whole entry, looked up): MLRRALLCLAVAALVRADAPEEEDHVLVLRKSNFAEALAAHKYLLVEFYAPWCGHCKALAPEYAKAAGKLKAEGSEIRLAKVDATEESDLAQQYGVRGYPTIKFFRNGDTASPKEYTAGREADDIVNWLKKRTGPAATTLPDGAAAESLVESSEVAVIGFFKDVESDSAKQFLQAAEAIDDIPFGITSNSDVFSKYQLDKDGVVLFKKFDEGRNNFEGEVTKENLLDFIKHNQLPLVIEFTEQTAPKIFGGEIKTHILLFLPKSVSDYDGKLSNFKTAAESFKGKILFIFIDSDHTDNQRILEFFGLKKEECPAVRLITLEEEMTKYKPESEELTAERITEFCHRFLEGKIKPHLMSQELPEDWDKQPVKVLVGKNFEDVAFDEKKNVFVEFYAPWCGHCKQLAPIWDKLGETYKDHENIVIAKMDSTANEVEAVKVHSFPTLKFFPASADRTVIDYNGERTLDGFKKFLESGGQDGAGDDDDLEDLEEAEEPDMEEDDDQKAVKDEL
* marks the source's active call; other numbers are inactive results; nt = not tested or not shown. No enrichment for hits (roughly 3.5% active in at least one column).

molecule	Exocytosis inh	Peg3 promoter	NR2E3 ag-1	NR2E3 ag-2	HIF-2a block	TRPM1 prom inh	iPSC survival up	aDG glyco up	Vif imaging	CaV13 FRET inh	PDI turbidity
CCCCCCNC(=O)CC(c1ccccc1)c1cc(Br)ccc1O (stereo not given)	66.3*	38.5	3.4	5.3	29.4	17.7	-1.2	0.9	-9.6	nt	-0.8
COc1ccc(C2=CSC3=NCCN23)cc1OC	-7.7	11.8	1.1	3.5	5.6	11.3	-0.2	-0.1	0.6	-19.7	5.8
Cc1ccccc1OCC(=O)OCC(=O)NC1CC1	1.3	4.4	4.1	-2.4	5.3	-2.9	-0.1	0.1	-10.0	-2.2	8.4
COC(=O)c1ccc2c(c1)C(C)(C)C(/C=C/c1ccc(OC)c(OC)c1OC)=[N+]2C	32.2	107.5*	1.0	-7.5	94.6*	100.6*	-6.9	-0.8	-26.5	nt	-4.6
COC(=O)CNC(=O)/C=C/c1cc(Br)ccc1OC	-2.8	17.4	-1.8	-8.0	15.2	-2.7	2.1	0.1	-9.2	-4.2	1.1
COC(=O)c1c(C)[nH]c(C)c1-c1cccc([N+](=O)[O-])c1	-5.7	11.7	5.4	13.6	6.4	9.7	1.7	0.2	3.9	-0.9	-2.5
O=C(NC(=S)Nc1ccc2[nH]c(=O)[nH]c2c1)c1ccccc1Cl	5.2	17.5	-0.4	14.8	11.5	0.0	-0.3	0.3	3.3	-3.5	5.2
COc1ccc(OCCCC(=O)NNC(=O)CCN2CCN(c3ccccc3)CC2)cc1	-2.8	5.5	4.0	6.8	4.0	-0.3	-0.3	0.1	3.6	-5.7	1.6
N/C(=N\OC(=O)c1cccs1)c1ccccc1	7.4	-144.2	2.4	-63.7	-248.9	-10.9	0.3	0.2	3.6	-2.2	5.5
Cc1c(C)c2c(OCC(=O)N3CCC[C@H]3C(=O)O)cc3c(c2oc1=O)CCC(C)(C)O3	-1.8	0.4	1.4	-8.1	4.0	nt	-2.0	0.4	5.9	nt	nt
NS(=O)(=O)c1cccc(NC(=O)COC(=O)CNC(=O)c2ccc(-c3ccccc3)cc2)c1	2.5	-30.8	-0.9	-23.6	-35.0	-15.2	0.3	0.3	-2.0	-8.3	-3.8
Cc1noc(C)c1NC(=O)Nc1ccc2c(c1)C(=O)N([C@H](C)CO)C[C@H](C)[C@@H](CN(C)S(=O)(=O)c1c(C)noc1C)O2	0.1	9.5	nt	-9.6	16.4	-4.7	1.4	-0.1	nt	-6.5	4.3
CCOC(=O)c1c(S(=O)(=O)NCC2CCN(Cc3cccc(F)c3)CC2)c(C)n(C)c1C	-0.4	-8.8	-3.2	26.2	2.5	8.9	0.1	0.1	0.8	-5.8	-7.7
C/C(=N\N1C(=O)CSC1=S)c1ccc(Br)cc1	-0.2	2.8	4.3	2.0	7.9	2.0	0.6	1.1	-0.4	-6.8	-0.3
O=C(CNC(=O)c1ccccc1F)NCCc1ccccc1F	-0.4	-100.6	3.7	-26.2	-125.8	nt	1.0	-0.1	7.1	-5.3	-9.0
CCOC(=O)C1=CCN(S(=O)(=O)c2ccccc2Cl)C1c1ccccc1 (stereo not given)	0.4	-16.6	nt	-6.2	-2.1	nt	1.5	0.0	16.7	-6.6	nt
Cc1cc(C)c(S(=O)(=O)Nc2cnc3ccccc3c2)c(C)c1	2.6	12.5	3.1	23.5	11.1	4.9	-0.3	0.2	6.1	-2.7	-3.8
N#Cc1cccc(NC(=O)c2cc(C3CCCCN3C(=O)c3ccccc3)on2)c1 (stereo not given)	-1.7	15.9	nt	7.4	0.4	nt	-0.5	-0.2	-8.7	-5.0	8.2
COc1ccc(NC(=O)C(NCC(C)C)c2ccccc2)cc1Cl (stereo not given)	-1.9	6.4	1.6	13.8	15.7	-6.4	-1.0	0.1	-2.4	-0.8	-4.9
CCC1Oc2ccccc2N(CC(=O)NCCCN2CCC(C)CC2)C1=O (stereo not given)	-0.4	9.1	-1.6	5.4	17.6	6.4	0.0	0.1	22.0	-8.1	-7.8
CCOC(=O)N1CCN(CCC(=O)Nc2ccc(C)cc2)CC1	2.1	10.8	-1.0	-8.3	3.8	2.3	-3.2	-0.1	12.5	-4.6	0.8
O=C(CN(Cc1ccccc1)C(=O)c1ccc2c(c1)OCCO2)NCc1ccc2c(c1)OCO2	-1.4	14.2	2.6	-10.6	16.8	3.2	0.9	-0.2	1.8	-2.7	-4.8
COC(=O)c1sccc1NC(=O)c1ccc(OC)c(OC)c1	-3.6	6.4	2.0	-20.5	-3.9	5.9	-2.7	-0.1	9.7	-2.7	2.9
CCN(c1ccccc1)S(=O)(=O)c1ccc(C(=O)Nc2ccc(C)cn2)cc1	-8.0	-55.1	1.6	-43.9	-96.2	-30.3	-0.5	-0.1	-12.5	-4.0	7.1
CCc1ccc(OCc2nnc(SCC(=O)N3CCN(c4ccccc4)CC3)o2)cc1	-1.4	10.7	-1.3	-10.4	-9.3	2.8	2.5	0.2	-8.0	-8.9	-6.2

Quoted at random: 2 compounds from above.
molecule	Exocytosis inh	Peg3 promoter	NR2E3 ag-1	NR2E3 ag-2	HIF-2a block	TRPM1 prom inh	iPSC survival up	aDG glyco up	Vif imaging	CaV13 FRET inh	PDI turbidity
COc1ccc(OCCCC(=O)NNC(=O)CCN2CCN(c3ccccc3)CC2)cc1	-2.8	5.5	4.0	6.8	4.0	-0.3	-0.3	0.1	3.6	-5.7	1.6
Cc1c(C)c2c(OCC(=O)N3CCC[C@H]3C(=O)O)cc3c(c2oc1=O)CCC(C)(C)O3	-1.8	0.4	1.4	-8.1	4.0	nt	-2.0	0.4	5.9	nt	nt

New compounds follow
molecule	Exocytosis inh	Peg3 promoter	NR2E3 ag-1	NR2E3 ag-2	HIF-2a block	TRPM1 prom inh	iPSC survival up	aDG glyco up	Vif imaging	CaV13 FRET inh	PDI turbidity
O=C(NC1(C(F)(F)F)NC(=O)N(c2ccc(F)cc2)C1=O)c1ccncc1 (stereo not given)	-4.3	15.9	4.1	-15.6	9.8	-10.2	-2.4	0.2	2.9	-4.5	-4.1
COc1ccc(C(C)(C)C)cc1NC(=O)CCn1[nH]c(=O)ccc1=O	3.1	-7.0	nt	-3.1	11.3	-0.9	-0.5	-0.1	-3.2	-5.6	2.7
O=C(O)/C=C/c1ccc(S(=O)(=O)Nc2ccc(OCc3ccccc3)cc2)cc1	0.1	5.0	-0.5	-20.2	16.0	1.2	-0.5	0.0	-2.2	-4.5	-4.4
O=C(O)CCn1cc(/C=C/C(=O)c2ccc(Cl)cc2)c(-c2ccc(Br)cc2)n1	5.6	45.0	-2.2	20.5	54.3*	1.1	0.2	0.0	-5.9	-0.8	6.7
NS(=O)(=O)c1ccc(CCNC(=O)CCCOc2ccccc2)cc1	-1.5	-11.6	2.1	21.3	9.2	-2.4	-1.5	-0.1	13.9	-2.3	0.2
N#Cc1ccsc1NC(=O)CCN1CCN(C(c2ccccc2)c2ccccc2)CC1	77.2*	15.3	1.6	-27.6	2.2	4.6	-0.1	-0.1	6.1	-4.5	-5.8
CCN(CC(=O)Nc1ccccc1C(=O)OC)S(=O)(=O)c1ccccc1	-1.6	1.8	3.9	6.3	28.3	9.9	-2.7	0.2	-17.1	-4.9	0.4
Cc1ccc(S(=O)(=O)c2nc(S(C)(=O)=O)sc2N2CCCCC2C)cc1 (stereo not given)	0.8	43.3	0.0	10.7	39.2	39.2	-0.5	-0.1	-2.1	-2.5	2.2
O=C(C1CCN(S(=O)(=O)c2ccccc2F)CC1)N1CCN(Cc2ccc3c(c2)OCO3)CC1	-2.8	42.4	1.9	-8.3	15.1	0.9	-0.7	0.1	-1.7	-4.9	2.6
Cc1ccc(-n2c(O)c(/C=N/NC(=O)C3COc4ccccc4O3)c3ccccc3c2=O)cc1 (stereo not given)	2.5	12.5	0.1	-43.1	10.0	3.1	7.0	-0.5	-2.2	-14.9	4.9
O=C(Nc1ccccc1)C1CCCN(S(=O)(=O)c2ccc(-n3cnnn3)cc2)C1 (stereo not given)	14.5	11.7	-0.1	-6.7	20.8	-8.9	-2.5	0.2	-13.7	-5.7	6.0
C=C(C)COc1ccc(-c2nc(N)ncc2-c2ccc(Cl)cc2)c(O)c1	-10.9	3.6	-2.3	-40.6	19.2	-7.7	-0.6	0.2	-9.0	-19.9	4.9
O=C(CSc1c2c(nc3ccc(Cl)cc13)CCCC2)NCc1ccco1	-0.1	11.9	3.3	38.1	17.8	18.0	-2.3	1.0	6.9	-6.5	-4.6
Cc1ccc(-c2ccc(CN3C(C(C)C)C(=O)N(Cc4cn(CCC5OCCO5)nn4)CCS3(=O)=O)cc2)c(C)c1 (stereo not given)	-3.4	15.7	nt	8.1	-17.6	nt	-1.2	0.1	nt	-7.5	nt
c1cc(CN2CCN(C3CCCCCC3)CC2)ccn1	-3.0	6.7	0.4	-0.1	20.0	16.4	-0.7	-0.1	-0.1	-4.2	-0.7
CCOC(=O)Cc1n[nH]c(=O)c2ccccc12	-3.4	0.1	1.1	-2.2	10.3	-0.6	-1.1	-0.2	5.9	-4.2	0.1
COc1cccc(CNC(=S)Nc2ccc3c(c2)c(=O)n(C)n3C)c1	-2.0	-48.0	nt	-14.8	-109.5	nt	0.0	-0.1	6.6	-10.1	-6.0

Gathered by group, those above containing an aryl methoxy group (8)
molecule	Exocytosis inh	Peg3 promoter	NR2E3 ag-1	NR2E3 ag-2	HIF-2a block	TRPM1 prom inh	iPSC survival up	aDG glyco up	Vif imaging	CaV13 FRET inh	PDI turbidity
COc1ccc(C2=CSC3=NCCN23)cc1OC	-7.7	11.8	1.1	3.5	5.6	11.3	-0.2	-0.1	0.6	-19.7	5.8
COC(=O)c1ccc2c(c1)C(C)(C)C(/C=C/c1ccc(OC)c(OC)c1OC)=[N+]2C	32.2	107.5*	1.0	-7.5	94.6*	100.6*	-6.9	-0.8	-26.5	nt	-4.6
COC(=O)CNC(=O)/C=C/c1cc(Br)ccc1OC	-2.8	17.4	-1.8	-8.0	15.2	-2.7	2.1	0.1	-9.2	-4.2	1.1
COc1ccc(OCCCC(=O)NNC(=O)CCN2CCN(c3ccccc3)CC2)cc1	-2.8	5.5	4.0	6.8	4.0	-0.3	-0.3	0.1	3.6	-5.7	1.6
COc1ccc(NC(=O)C(NCC(C)C)c2ccccc2)cc1Cl (stereo not given)	-1.9	6.4	1.6	13.8	15.7	-6.4	-1.0	0.1	-2.4	-0.8	-4.9
COC(=O)c1sccc1NC(=O)c1ccc(OC)c(OC)c1	-3.6	6.4	2.0	-20.5	-3.9	5.9	-2.7	-0.1	9.7	-2.7	2.9
COc1ccc(C(C)(C)C)cc1NC(=O)CCn1[nH]c(=O)ccc1=O	3.1	-7.0	nt	-3.1	11.3	-0.9	-0.5	-0.1	-3.2	-5.6	2.7
COc1cccc(CNC(=S)Nc2ccc3c(c2)c(=O)n(C)n3C)c1	-2.0	-48.0	nt	-14.8	-109.5	nt	0.0	-0.1	6.6	-10.1	-6.0

From PubChem BioAssay
